# DNMT1 inh: inhibitors of human DNMT1; P26358; AID 588458; DNMT1 molecular beacon, Hinp1I cleavage, fluorescence; 360,000 compounds, 0.83% hits; inhibition (reported as % activation of signal), % at 10 µM; in the data active means inhibition above about 50%
# Tb MetRS inh: blocks T. brucei methionyl-tRNA synthetase activity. inhibition, % at 11.9 µM. AID 624268. 360,000 compounds, 0.4% hits. purified T. brucei MetRS, ATP depletion, Kinase-Glo luminescence;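 active means inhibition above a per-plate cutoff of the control wells' mean inhibition plus 3 SD, cut at about 5.5% in these data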;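 further: 0% = DMSO wells median and 100% = median of wells with control inhibitor compound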
#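 Material: T. brucei methionyl-tRNA synthetase, purified; reagent: substrates ATP, L-methionine and bulk Escherichia coli tRNA; dosing: 11.9 µM single point; timing: 15 min plus 2 h at 25 °C; detection: luminescence of leftover ATP; evaluation: % inhibition; control set: DMSO-only wells as low control; replicates: singlicate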
# Scp-1 inhibitor: blocks human Scp-1 phosphatase activity | Q9GZU7 | Recombinant Scp1, phosphopeptide, malachite green phosphate absorbance | inhibition, % at 20 µM | 340,000 compounds, 0.88% hits | AID 493091;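 active means inhibition above about 50% at 20 µM, limit read from the data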;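 further: plate controls were DMSO wells with enzyme for no effect and wells lacking enzyme for full effect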
# Target sequence (Q9GZU7 76-261 limits assumed): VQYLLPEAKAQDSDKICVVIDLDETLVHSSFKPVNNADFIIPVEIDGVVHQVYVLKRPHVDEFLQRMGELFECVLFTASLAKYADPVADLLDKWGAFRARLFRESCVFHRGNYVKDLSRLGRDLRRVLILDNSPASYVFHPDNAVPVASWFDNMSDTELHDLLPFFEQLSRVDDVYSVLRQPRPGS
#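 Material: truncated SCP-1 phosphatase (76-261aa) / Buffer or medium: 50 mM Tris acetate pH 5.5, 0.005% Tween-20, 10 mM MgCl2 / Compound dosing: one concentration, 20 µM, with 1.0% DMSO / Incubation: 45 min room-temperature reaction, 5 min colour, 30 min stabiliser / Detection: colorimetric free-phosphate detection, absorbance 630 nm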
# MsrA inh: inhibits bovine methionine sulfoxide reductase A | purified bovine MsrA, absorbance read-out | 360,000 compounds, 0.75% hits | inhibition, % at 15.5 µM | AID 651718; in the data active means inhibition above about 4.5%;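 further: 0% = vehicle wells with enzyme and 100% = reference inhibitor wells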
# eLon inh: inhibitors of E. coli Lon protease | purified E. coli Lon protease, fluorescence polarization | inhibition, % at 7.94 µM | AID 602123 | 360,000 compounds, 0.42% hits | P0A9M0; in the data active means inhibition above about 13%, passing the limit was not always enough;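 further: 0% = enzyme with probe and DMSO and 100% = no enzyme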
# LMPTP block: blocks human LMPTP phosphatase. recombinant LMPTP-A, OMFP fluorogenic substrate, fluorescence intensity. 360,000 compounds, 0.22% hits. inhibition, % at 20 µM. AID 651560. P24666;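 active means compounds that cut the enzyme signal by at least half of the control window in the single-dose screen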;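 further: plate controls were DMSO wells with enzyme plus substrate for no effect and substrate without enzyme for full effect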
# Target sequence (P24666 whole entry, looked up): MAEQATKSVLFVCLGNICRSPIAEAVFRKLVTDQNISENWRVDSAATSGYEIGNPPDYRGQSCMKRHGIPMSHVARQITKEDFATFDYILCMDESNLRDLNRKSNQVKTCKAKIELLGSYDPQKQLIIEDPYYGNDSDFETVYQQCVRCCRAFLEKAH
#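 Test system: LMPTP-A, protein tyrosine phosphatase of low molecular weight; Input: 0.625 nM enzyme; Incubation: 50 min dark incubation at room temperature; Signal: endpoint fluorescence intensity from OMFP dephosphorylation; Read-out basis: % inhibition versus control wells.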
# MsrA act: activators of bovine methionine sulfoxide reductase A; AID 602163; activation, % at 10.6 µM; purified bovine MsrA, absorbance read-out; 360,000 compounds, 0.3% hits; in the data active means activation above about 7.5%;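 further: 0% = vehicle and 100% = reference activator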
# CendR NRP1 mod: modulators of CendR peptide binding to human neuropilin-1; FAM-RPARPAR peptide binding to NRP-1, fluorescence polarization; inhibition, % at 25 µM; 360,000 compounds, 0.85% hits;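 active means inhibition or corrected inhibition above about 18%, plus a signal ratio from 0.5 to 1.5, limit read from the data, passing the limit was not always enough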; further: strong numbers were not always called active
# SUMO1-SIM PPI: alters human SUMO1 binding to SIM partners; AID 602429; inhibition, % at 20 µM; P63165; SUMO1 binding to a labelled peptide, TR-FRET, 1 h; 360,000 compounds, 0.33% hits; in the data active means inhibition above about 37%
# Target sequence (P63165 whole entry, looked up): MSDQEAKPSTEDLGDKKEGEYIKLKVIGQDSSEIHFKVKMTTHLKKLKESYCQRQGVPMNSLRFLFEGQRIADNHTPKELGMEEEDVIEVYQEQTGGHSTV
# STEP block: inhibitors of human striatal-enriched phosphatase STEP | P54829 | recombinant STEP, OMFP fluorogenic substrate, fluorescence | inhibition, % at 20 µM | 360,000 compounds, 0.25% hits;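 active means inhibition at 20 µM, scaled per plate between control wells, above about 37%, limit read from the data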;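 further: 0% = DMSO with enzyme and substrate and 100% = substrate only without enzyme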
# Target sequence (P54829 whole entry, looked up): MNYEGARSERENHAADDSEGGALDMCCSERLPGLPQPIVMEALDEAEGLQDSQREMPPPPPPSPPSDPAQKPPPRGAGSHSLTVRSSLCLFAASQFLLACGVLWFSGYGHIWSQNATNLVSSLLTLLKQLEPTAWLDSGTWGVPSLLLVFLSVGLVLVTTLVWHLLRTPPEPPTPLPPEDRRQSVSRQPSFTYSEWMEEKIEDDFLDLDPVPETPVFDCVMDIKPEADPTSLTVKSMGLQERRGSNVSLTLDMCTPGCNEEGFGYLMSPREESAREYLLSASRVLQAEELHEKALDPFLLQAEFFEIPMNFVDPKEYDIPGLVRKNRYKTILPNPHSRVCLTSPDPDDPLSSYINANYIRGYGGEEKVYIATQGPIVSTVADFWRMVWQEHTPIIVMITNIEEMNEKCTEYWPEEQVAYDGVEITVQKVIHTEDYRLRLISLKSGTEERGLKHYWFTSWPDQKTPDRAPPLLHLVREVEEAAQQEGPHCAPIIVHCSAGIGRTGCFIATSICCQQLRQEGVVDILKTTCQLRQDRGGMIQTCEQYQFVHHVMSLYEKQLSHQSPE
#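 Assay system: isolated STEP enzyme / Timing: 20 min at room temperature, dark / Doses: 20 µM, 1% DMSO / Technique: fluorescence intensity, excitation 480 nm, emission 540 nm / Reagent: fluorogenic phosphatase substrate OMFP at 25 µM final / Measure: percent inhibition scaled to no-enzyme and uninhibited-enzyme controls, plate-pattern corrected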
# Active calls of the source: *; x = no result given; & = joins results of further samples.
(1) CCN(c1ccc(C(O)(C(=O)OC)C(F)(F)F)cc1)S(=O)(=O)c1ccc(C)cc1 (centres undefined)
(2) CC1CCCN(CC(=O)c2ccc(Cl)c(Cl)c2)C1 (centres undefined)
(3) COC(=O)C1=C(c2ccc(F)cc2F)C[C@@H]2CC[C@H]1N2C(=O)NCCOc1ccc(OC)cc1
(4) CN(C)c1ccc(C=C2C(=O)NC(=S)NC2=O)cc1[N+](=O)[O-]
(5) CCC(=O)OC(Cc1ccccc1)(c1ccccc1)[C@H](C)CN(C)C (some centres undefined)
(6) Cc1cc(-c2ccccc2)cc(-c2ccccc2)[n+]1CCc1ccccc1
(7) CCC(=NCC1CCCO1)c1c(O)n(-c2ccccc2)c(=O)[nH]c1=O (centres undefined)
(8) COc1ccc(-n2c(-c3ccccc3F)nc3ccccc3c2=O)cc1
(9) CCC1C(c2ccccc2)NC(c2ccccc2)CC1(O)c1ccc(F)cc1 (centres undefined)
(10) COc1ccc(SCC2CN(C)CCC2c2ccc(F)cc2)cc1 (centres undefined)

Assay by compound	1	2	3	4	5	6	7	8	9	10
DNMT1 inh	1	-3	-1	-3	5	4	0	6	-5	2
Tb MetRS inh	-0.5	-0.8	-0.5	0.0	0.9	0.3	-1.1	0.1	-0.2	-1.1
Scp-1 inhibitor	1	-5	1	13	-3	5	-1	x	-1	1
MsrA inh	-0.5	-0.4	x	7.3*	1.3	1.1	-0.5	-0.9	-1.0	0.0
eLon inh	2	-7	-3	0	-12	-1	4	-11	-1	4
LMPTP block	2.4	-1.3	1.3	-0.6	0.6	-1.3	-1.6	-1.5	0.8	-0.5
MsrA act	-1	-1	-9	-8	0	-2	-1	-1	-2	-6
CendR NRP1 mod	0	18	9	2	-22	4	11	-1	-17	8
SUMO1-SIM PPI	3	-3	-3	-12	0	-5	-4	-1	3	1
STEP block	0	0	-3	-1	-3	-2	-2	1	-2	-1

(11) COc1cc([N+](=O)[O-])c2ncccc2c1[N+](=O)[O-]
(12) O=C(Cc1ccc([N+](=O)[O-])cc1)N1CCN(Cc2ccc3c(c2)OCO3)CC1
(13) CCc1ccc(N2C(=O)NC(=O)C(CCc3ccncc3)(CCc3ccncc3)C2=O)cc1
(14) CC(=O)OC1(c2ccccc2)CCN(C)C2CCCCC21 (centres undefined)
(15) Cc1cccc(N2CCc3c2nc2ccccc2c3N)c1
(16) Cc1cccc(-n2c(-c3cccs3)nc3ccccc3c2=O)c1
(17) Cc1cccc(-n2c(O)c(C=Nc3ccc(S(N)(=O)=O)cc3)c(=O)[nH]c2=O)c1
(18) Nc1nc(N)c2cnnn2n1
(19) Cc1cc(-c2cc(C)c(N)c(C)c2)cc(C)c1N
(20) CN(C(=O)Oc1ccc([N+](=O)[O-])cc1)c1ccccc1

Assay by compound	11	12	13	14	15	16	17	18	19	20
DNMT1 inh	-7	-2	-1	0	-9&-3	9	6	0	-3	7
Tb MetRS inh	-0.2	-0.5	0.1	0.9	-0.8&1.1	-0.1	1.2	0.0	0.0	-1.5
Scp-1 inhibitor	x	-21	-5	-5	0&-6	-10	-4	1	-6	-2
MsrA inh	x	-0.7	-1.5	0.3	2.0&2.2	2.3	1.4	0.1	0.6	0.5
eLon inh	1	-9	-5	-6	-3&-8	4	-9	-2	1	-9
LMPTP block	0.4	-0.5	-1.9	-1.0	4.5&12	0.8	-0.7	-1.5	0.1	-0.4
MsrA act	-12	-4	-5	-1	-5&-10	-4	-1	-6	-2	-12
CendR NRP1 mod	-8	8	-9	-5	-28&-9	12	5	6	10	8
SUMO1-SIM PPI	-21	-11	2	0	-14&-7	2	1	5	2	-14
STEP block	2	-3	2	1	0&-1	0	-2	-2	3	-1

# 3 entries from above, with each value named.
16) Cc1cccc(-n2c(-c3cccs3)nc3ccccc3c2=O)c1
  DNMT1 inh: 9
  Tb MetRS inh: -0.1
  Scp-1 inhibitor: -10
  MsrA inh: 2.3
  eLon inh: 4
  LMPTP block: 0.8
  MsrA act: -4
  CendR NRP1 mod: 12
  SUMO1-SIM PPI: 2
  STEP block: 0
17) Cc1cccc(-n2c(O)c(C=Nc3ccc(S(N)(=O)=O)cc3)c(=O)[nH]c2=O)c1
  DNMT1 inh: 6
  Tb MetRS inh: 1.2
  Scp-1 inhibitor: -4
  MsrA inh: 1.4
  eLon inh: -9
  LMPTP block: -0.7
  MsrA act: -1
  CendR NRP1 mod: 5
  SUMO1-SIM PPI: 1
  STEP block: -2
18) Nc1nc(N)c2cnnn2n1
  DNMT1 inh: 0
  Tb MetRS inh: 0.0
  Scp-1 inhibitor: 1
  MsrA inh: 0.1
  eLon inh: -2
  LMPTP block: -1.5
  MsrA act: -6
  CendR NRP1 mod: 6
  SUMO1-SIM PPI: 5
  STEP block: -2

# Later entries.
(21) COc1cccc(CN2CCN(c3ccc(F)cc3)CC2)c1OC
(22) O=C1NC(=O)C(Cc2ccccc2)(Cc2ccccc2)C(=O)N1Cc1ccccc1
(23) O=C(c1ccc(F)cc1)N1CCC2(CC1)OCCO2
(24) COc1ccc(CCNCc2sccc2C)cc1OC
(25) Cc1cc(N(CCCl)CCCl)ccc1C=Cc1ccncn1
(26) CN1C(=O)N(C)C(=O)C2(Cc3ccccc3N3CCCC32)C1=O (centres undefined)
(27) Cc1[nH]c2ccccc2c1CCN
(28) CC(=O)Nc1ccc(S(=O)(=O)NC(CC(=O)N2CCC3(CC2)OCCO3)C(C)C)cc1 (centres undefined)
(29) COC(=O)C1=C(c2ccc3ccccc3c2)C[C@@H]2CC[C@H]1N2C(=O)NC1CC1
(30) OCCNc1c2c(nc3ccccc13)CCCC2

Assay by compound	21	22	23	24	25	26	27	28	29	30
DNMT1 inh	1	2	5	-2	-2	0	-21	1	7	1
Tb MetRS inh	-0.1	-0.5	-1.7	-0.4	-0.2	-0.2	-0.5	-1.4	0.2	0.1
Scp-1 inhibitor	x	-3	-4	0	1	-4	-2	-10	-3	-4
MsrA inh	-1.1	-1.2	-0.6	0.1	1.7	0.7	-0.4	-0.6	0.3	2.7
eLon inh	-2	-2	6	-10	-354	4	-13	7	-4	-5
LMPTP block	-1.9	2.0	-1.9	-0.9	1.5	-0.2	1.1	-0.7	-0.8	7.7
MsrA act	0	-5	-3	0	-4	-8	-3	-2	0	-3
CendR NRP1 mod	-3	7	-1	2	-127	-8	-8	-16	20	4
SUMO1-SIM PPI	-2	-2	2	-1	-27	-1	-4	-2	-2	-2
STEP block	0	-2	3	-3	-6	0	4	5	-1	-1

(31) CCCCOc1ccc(CN2CCN(CC)CC2)cc1
(32) COc1cc(CN=C(C)c2c(O)n(C3CCCCC3)c(=O)[nH]c2=O)cc(OC)c1
(33) O=C1C(=Cc2ccccc2)N2CCC1CC2
(34) O=[N+]([O-])c1ccc(CNCCc2ccccc2)cc1
(35) Cc1cccc(Cn2cc(C=O)c3ccccc32)c1
(36) COc1ccc(-c2ccc(OC)c(OC)c2OC)cc1
(37) CCCCN1C(=O)/C(=C/C=C/c2ccco2)C(=O)NC1=S
(38) C=CCn1c(O)c(C(C)=NCCc2ccccc2)c(=O)[nH]c1=O
(39) CN1CCC(OC(=O)c2cccc(F)c2)CC1
(40) CCCC[n+]1cc(/N=C(\[O-])OC)on1

Assay by compound	31	32	33	34	35	36	37	38	39	40
DNMT1 inh	1	-2	1	1	0	4	107*	6	3	1
Tb MetRS inh	-0.3	-0.5	0.2	0.2	-1.0	-0.6	-0.8	0.3	-0.6	0.2
Scp-1 inhibitor	1	-7	1	2	-14	-4	74*	-6	2	-1
MsrA inh	-0.1	-1.0	1.1	-0.6	-1.5	0.8	0.7	0.6	-1.0	1.0
eLon inh	-10	-13	-5	-10	-1	2	-69	2	-2	-6
LMPTP block	-3.3	0.3	-0.4	-0.8	1.3	-2.0	6.1	-0.2	-1.5	-1.8
MsrA act	2	0	-1	0	-3	-11	-5	-3	2	-10
CendR NRP1 mod	9	1	-18	-9	-11	0	-276	-8	1	-3
SUMO1-SIM PPI	1	5	0	-22	9	-2	24	5	1	-6
STEP block	-2	2	1	0	2	-3	15	0	-2	-3

(41) O=C(O)COc1ccc(Cl)cc1Cl
(42) O=[N+]([O-])c1ccc(N2CCNCC2)cc1N1CCCCCC1
(43) COc1cc(Br)cc(CN2CCN(C)CC2)c1O
(44) CN1[C@@H]2CCC[C@H]1CC(=O)C2
(45) C/C(=N\NP(=S)(c1ccccc1)c1ccccc1)c1ccc(O)cc1O
(46) C=C1[C@@H](C)[C@H]2[C@H](Cc3ccccc3)NC(=O)[C@]23OC(=O)/C=C/[C@H](O)CCC[C@@H](C)C/C=C/[C@H]3[C@@H]1O
(47) CCC(=NCCN1CCOCC1)c1c(O)n(-c2ccccc2C)c(=O)[nH]c1=O
(48) Cc1ccccc1N1CCN(C2CCCN(C(=O)Cc3c(C)noc3C)C2)CC1 (centres undefined)
(49) CCOC(=O)C1SC2(C(F)(F)C(F)F)CC1(O)c1c(c(OC)c3occc3c1OC)O2 (centres undefined)
(50) O=c1[nH]c(=O)n(CCC2=CCCCC2)c(O)c1/C=N/Nc1cccc2ccccc12
(51) Cn1c(O)c(/C=N/N2CCCCC2)c(=O)[nH]c1=O

Assay by compound	41	42	43	44	45	46	47	48	49	50	51
DNMT1 inh	0	-2	-1	9	-7	0	-3	4	1	-9	-2
Tb MetRS inh	-0.2	-0.4	-0.5	-1.0	-0.5	-0.5	-0.1	0.2	-0.4	0.1	-0.8
Scp-1 inhibitor	-1	-13	-8	-12	-15	-9	-3	-4	-10	14	0
MsrA inh	-0.7	0.6	x	-0.6	1.0	-0.8	1.1	-0.9	0.0	1.0	-0.8
eLon inh	6	-6	-5	0	4	-3	-7	3	2	-11	-11
LMPTP block	0.8	0.2	-3.5	-0.4	4.8	4.7	-4.8	-0.4	1.1	2.6	-1.8
MsrA act	-3	0	-4	-3	-14	-3	0	-8	-2	-3	-8
CendR NRP1 mod	2	3	15	-10	6	10	10	-7	12	-33	-6
SUMO1-SIM PPI	0	-52	-2	-4	0	4	1	1	0	-1	3
STEP block	-1	2	-5	0	1	-3	-1	-2	0	-1	-1

# Some of the entries so far, field by field:
33. O=C1C(=Cc2ccccc2)N2CCC1CC2
  DNMT1 inh = 1
  Tb MetRS inh = 0.2
  Scp-1 inhibitor = 1
  MsrA inh = 1.1
  eLon inh = -5
  LMPTP block = -0.4
  MsrA act = -1
  CendR NRP1 mod = -18
  SUMO1-SIM PPI = 0
  STEP block = 1
50. O=c1[nH]c(=O)n(CCC2=CCCCC2)c(O)c1/C=N/Nc1cccc2ccccc12
  DNMT1 inh = -9
  Tb MetRS inh = 0.1
  Scp-1 inhibitor = 14
  MsrA inh = 1.0
  eLon inh = -11
  LMPTP block = 2.6
  MsrA act = -3
  CendR NRP1 mod = -33
  SUMO1-SIM PPI = -1
  STEP block = -1

# Compound activity: PubChem BioAssay, several laboratories

# Not all compounds are listed; rates above refer to the full screens.
